Bim-Bcl-B – disrupts Bim peptide binding to human Bcl-B; bead-based flow cytometry; inhibition, % at 10 µM; 190,000 compounds, 0.073% hits;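 also: 0% = tracer peptide without compound and 100% = reference inhibitor peptide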
RGS8-Gao – modulates binding of RGS8 to human Galphao; P09471; multiplexed bead flow cytometry; actives lie on both sides; response (percent of control binding), % at 10 µM; 220,000 compounds, 0.34% hits; in the data active = response below about 60% or above about 140%; inactive = in between;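 also: Galphao activated as the GDP aluminium fluoride complex binding bead-coupled RGS8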
Target sequence (P09471 whole entry, looked up): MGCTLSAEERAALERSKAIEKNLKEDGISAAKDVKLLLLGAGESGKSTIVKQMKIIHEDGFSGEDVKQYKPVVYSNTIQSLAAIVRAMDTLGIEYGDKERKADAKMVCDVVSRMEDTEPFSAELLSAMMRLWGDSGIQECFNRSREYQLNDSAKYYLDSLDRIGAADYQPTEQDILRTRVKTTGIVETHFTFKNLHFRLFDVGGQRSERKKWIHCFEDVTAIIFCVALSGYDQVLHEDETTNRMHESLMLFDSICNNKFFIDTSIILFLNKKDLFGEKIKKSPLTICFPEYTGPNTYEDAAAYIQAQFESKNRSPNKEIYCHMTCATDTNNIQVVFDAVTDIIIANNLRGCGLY
Bcl-2 Bim block – human Bim-Bcl-2 interaction inhibition; P10415; Bead-based flow cytometry, Bim peptide-Bcl-2 binding; inhibition, % at 10 µM; 190,000 compounds, 0.06% hits; AID 950; in the data active = inhibition above about 40%; inconclusive = no clear call, values can overlap the other calls;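 also: 0% = no compound wells with probe peptide and 100% = reference peptide inhibitor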
Target sequence (P10415 whole entry, looked up): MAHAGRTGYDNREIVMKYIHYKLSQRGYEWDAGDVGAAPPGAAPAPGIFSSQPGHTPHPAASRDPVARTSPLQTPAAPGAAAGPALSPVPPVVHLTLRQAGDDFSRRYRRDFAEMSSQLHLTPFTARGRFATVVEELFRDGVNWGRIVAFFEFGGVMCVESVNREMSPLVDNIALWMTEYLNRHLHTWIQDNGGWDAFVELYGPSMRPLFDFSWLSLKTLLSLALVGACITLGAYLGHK
Bfl-1 Bim block – human Bim-Bfl-1 interaction inhibition; Q16548; Bead-based flow cytometry, Bim-Bfl-1 binding inhibition; inhibition, % at 10 µM; 190,000 compounds, 0.12% hits; AID 1008;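 also: 0% = wells without compound plus tracer and 100% = blocker peptide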
RGS7-Gao reg – human RGS7-Galphao interaction regulation; 220,000 compounds, 0.35% hits; P09471; Multiplexed bead flow cytometry, RGS7-Galphao binding; actives lie on both sides; binding response (% of control), % at 10 µM; in the data active = binding response below about 49% or above about 150%; inconclusive = no clear call, values can overlap the other calls; inactive = in between;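 also: fluorescent Galphao held in activated GDP-AlF4 state binding bead-coupled RGS7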
Mcl-1 Bim block – human Bim-Mcl-1 interaction inhibition. inhibition, % at 10 µM. AID 1009. Bead-based flow cytometry, Bim peptide-Mcl-1 binding. Q07820. 190,000 compounds, 0.1% hits;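 also: 0% = no compound tracer wells and 100% = peptide blocker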
Bcl-W Bim block – inhibitors of Bim-Bcl-W interaction, human. inhibition, % at 10 µM. 190,000 compounds, 0.02% hits. bead-based flow cytometry, Bim peptide-Bcl-W binding;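 also: 0% = bound tracer without compound and 100% = peptide blocker; higher means less fluorescent Bim peptide bound to Bcl-W beads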
Target sequence (Q92843 whole entry, looked up): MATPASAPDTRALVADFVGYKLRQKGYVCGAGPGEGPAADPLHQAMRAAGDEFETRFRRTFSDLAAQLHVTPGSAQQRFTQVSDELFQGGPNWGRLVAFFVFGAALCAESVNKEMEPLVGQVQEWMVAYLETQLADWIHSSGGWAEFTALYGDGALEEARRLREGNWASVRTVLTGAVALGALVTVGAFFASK
RGS4-Gao reg – human RGS4-Galphao interaction regulation; binding response (% of control), % at 10 µM; P09471; Multiplexed bead flow cytometry, RGS4-Galphao binding; actives lie on both sides; 220,000 compounds, 0.33% hits; in the data active = binding response below about 49% or above about 150%; inactive = in between;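 also: fluorescent Galphao activated with aluminum fluoride binding bead-coupled RGS4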
Bim-Bcl-XL – disrupts Bim peptide binding to human Bcl-XL; Q07817; bead flow cytometry, fluorescence; inhibition, % at 10 µM; 190,000 compounds, 0.04% hits; AID 1007
ABCG2 block – inhibitors of human ABCG2 transporter, ABCB1 counter-screen. IgMXP3 cells, JC-1 efflux, flow cytometry. 190,000 compounds, 0.1% hits. inhibition, % at 6.6 µM;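 active = inhibition above 80%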;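 also: 0% = DMSO and 100% = nicardipine control wells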
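Test system: IgMXP3 (ABCG2) plus far-red-tagged CCRF-Adr (ABCB1) cells. Reagent: JC-1 dye as substrate. Timing: 10 min exposure at 25 °C with rotation, no wash. Measured by: flow cytometric JC-1 green MFI at 530 nm. Read-out: percent efflux inhibition, scaled nicardipine 100% to DMSO 0%. Control set: nicardipine and DMSO wells.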
ABCB1 inh – human ABCB1 inhibition, ABCG2 as counter-screen. P08183. CCRF-Adr cells, JC-1 efflux, flow cytometry. inhibition, % at 6.6 µM. 190,000 compounds, 0.067% hits. AID 1326; in the data active = inhibition above about 40%;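 also: 0% = vehicle and 100% = reference inhibitor; higher value means more JC-1 retained so stronger ABCB1 efflux block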
An asterisk follows results filed as active; ? = inconclusive; & = joins results of further samples. Rule as the data show it, unless noted: active = inhibition above about 40%.

1: CN(C)C=NC(=O)c1cc(C(=O)c2ccc(Cl)cc2Cl)c[nH]1
2: Cc1ccc(C(=O)N2CCN(C(=O)CN3CCOCC3)C2)cc1
3: O=S(=O)(NC(=NCc1ccccc1)c1ccc(F)cc1)c1ccc(Cl)cc1
4: CCOC(=O)Cn1c(=O)c2c(nc3n2CCS3)n(C)c1=O
5: CCOC(=O)N1CCN(CCC(=O)Nc2ccc(OC(F)(F)F)cc2)CC1
6: O=C(Nc1cccc(-c2nc3cccnc3s2)c1)C1c2ccccc2Oc2ccccc21
7: CCNS(=O)(=O)c1ccc(CCC(=O)Nc2ccc(C(=O)OC)cc2)cc1
8: COC(=O)c1cc2ccsc2n1CC(=O)Nc1cc(Cl)ccc1OC
Assay by compound	1	2	3	4	5	6	7	8
Bim-Bcl-B	-5	0	-5	1	-14	-51	-4	-8
RGS8-Gao	101	102	94	98	99	107	100	103
Bcl-2 Bim block	-4	0	-4	-2	-12	-2	-4	-8
Bfl-1 Bim block	-8	0	-2	0	-27	1	-7	-9
RGS7-Gao reg	?	103	?	102	99	110	?	102
Mcl-1 Bim block	0	-1	-1	0	-9	-2	-2	-1
Bcl-W Bim block	-2	0	0	4	-8	-13	-5	-1
RGS4-Gao reg	102	114	91	98	99	109	98	100
Bim-Bcl-XL	-6	-2	-1	1	-11	-6	-5	-7
ABCG2 block	23	2	5	0	63	8	11	15
ABCB1 inh	0.9	0.7	0.1	-0.1	0.8	0.4	-0.5	0.9

9: CN(C(=O)c1sc2nc(N3CCOCC3)c3c(c2c1N)CCCC3)c1ccccc1
10: CC(=O)c1cccc(NC(=O)C(NC(C)C)c2ccccc2)c1 (stereo not drawn)
11: O=C(Nc1ccccc1N1CCN(c2ccc(F)cc2)CC1)C12CC3CC(CC(C3)C1)C2
12: O=C(CCn1nnc2ccccc21)N/N=C\Cc1ccccc1
13: Cc1ccc(N=Nc2c(N)n(-c3ccccc3)[nH]c2=O)cc1
14: Cc1ccccc1C(=O)NNC(=O)c1ccc(Br)cc1
15: Cn1c(=O)c2c(nc(Sc3ncccn3)n2Cc2ccc(Cl)cc2)n(C)c1=O
16: CCOc1ccccc1NC(=O)c1ccccc1N(C)S(C)(=O)=O
Assay by compound	9	10	11	12	13	14	15	16
Bim-Bcl-B	-16	-3	-5	0	5	0	-8	-10
RGS8-Gao	96	101	101	101	100	108	101	86
Bcl-2 Bim block	1	0	-4	-2	4	1	-9	-5
Bfl-1 Bim block	5	-3	-3	-4	3	-3	-7	-20
RGS7-Gao reg	101	107	100	102	100	111	99	87
Mcl-1 Bim block	-2	1	-1	4	1	0	-1	-2
Bcl-W Bim block	0	-1	-9	0	3	-2	-6	-3
RGS4-Gao reg	102	107	93	102	99	109	100	74
Bim-Bcl-XL	-4	-4	-6	0	2	0	-5	-8
ABCG2 block	3	6	4	14	16	1	1	4
ABCB1 inh	1.0	2.4	0.6	1.2	1.9	0.7	0.6	-0.7

17: Cc1cc(NC(=O)c2noc3c2CCc2ccccc2-3)no1
18: CCCc1cc(C(=O)NCC(C)C)no1
19: c1ccc(-c2nc[nH]c2-c2ccccc2)cc1
20: COc1ccc(CCNC(=O)Cc2c(Cl)cccc2Cl)cc1
21: Cc1ccc(C(c2nnnn2Cc2ccccc2)N2CCN(Cc3ccccc3)CC2)cc1 (stereo not drawn)
22: COC(=O)c1ccccc1NC(=O)Cn1nc(C(F)(F)F)c2c1CCC2
23: CCOCC(=O)Nc1cccc(-c2nc3cccnc3s2)c1C
24: COC(=O)c1cccc(NC(=O)CCc2cc(OC)c(OC)c(OC)c2)c1
Assay by compound	17	18	19	20	21	22	23	24
Bim-Bcl-B	-6	-2	0	5	3	-3	-6	-1
RGS8-Gao	98	102	106&100	92	101	102	136	100
Bcl-2 Bim block	-8	-8	-1	8	-3	-3	-6	-1
Bfl-1 Bim block	-8	-7	-1	9	-1	-1	-7	-1
RGS7-Gao reg	99	105	?	98	100	100	138	101
Mcl-1 Bim block	0	1	0	3	0	-6	0	-2
Bcl-W Bim block	-1	3	-3	7	0	-3	-1	-3
RGS4-Gao reg	99	101	95&99	101	101	98	131	101
Bim-Bcl-XL	-7	1	-4	5	-2	-4	-2	-2
ABCG2 block	1	1	2	5	3	1	10	10
ABCB1 inh	0.2	0.3	0.5	1.0	4.1	0.4	2.2	0.9

Entries of single compounds as entered above. Order of values: Bim-Bcl-B | RGS8-Gao | Bcl-2 Bim block | Bfl-1 Bim block | RGS7-Gao reg | Mcl-1 Bim block | Bcl-W Bim block | RGS4-Gao reg | Bim-Bcl-XL | ABCG2 block | ABCB1 inh
Shown for COC(=O)c1cccc(NC(=O)CCc2cc(OC)c(OC)c(OC)c2)c1 → -1 | 100 | -1 | -1 | 101 | -2 | -3 | 101 | -2 | 10 | 0.9
Shown for COC(=O)c1ccccc1NC(=O)Cn1nc(C(F)(F)F)c2c1CCC2 → -3 | 102 | -3 | -1 | 100 | -6 | -3 | 98 | -4 | 1 | 0.4

Molecules from the list above that contain fluorine:
3: O=S(=O)(NC(=NCc1ccccc1)c1ccc(F)cc1)c1ccc(Cl)cc1
5: CCOC(=O)N1CCN(CCC(=O)Nc2ccc(OC(F)(F)F)cc2)CC1
11: O=C(Nc1ccccc1N1CCN(c2ccc(F)cc2)CC1)C12CC3CC(CC(C3)C1)C2
22: COC(=O)c1ccccc1NC(=O)Cn1nc(C(F)(F)F)c2c1CCC2
Assay by compound	3	5	11	22
Bim-Bcl-B	-5	-14	-5	-3
RGS8-Gao	94	99	101	102
Bcl-2 Bim block	-4	-12	-4	-3
Bfl-1 Bim block	-2	-27	-3	-1
RGS7-Gao reg	?	99	100	100
Mcl-1 Bim block	-1	-9	-1	-6
Bcl-W Bim block	0	-8	-9	-3
RGS4-Gao reg	91	99	93	98
Bim-Bcl-XL	-1	-11	-6	-4
ABCG2 block	5	63	4	1
ABCB1 inh	0.1	0.8	0.6	0.4

Following part
25: CC(NC(=O)/C(C#N)=C/c1cn[nH]c1-c1ccccc1)c1ccccc1 (stereo not drawn)
26: COc1ccc(NC(=S)N(CCCN2CCOCC2)Cc2ccccn2)cc1
27: Cc1cc(C(=O)CN2C(=O)NC(C)(c3ccccc3)C2=O)c(C)n1CC1CCCO1 (stereo not drawn)
28: COc1ccc(C(=O)n2nnc3ccccc32)cc1OC
29: CCCCN(CC)CCNc1c(NC2CCN(C(=O)OCC)CC2)c(=O)c1=O
30: CNC(=O)COC(=O)c1ccc(-c2nc3ccccc3s2)s1
31: Cc1ccc(NC(=O)CN2CCCN(S(=O)(=O)c3ccc(Br)s3)CC2)cc1
32: Cc1cccc(N2CCN(C(=O)CN3CCOc4ccccc43)CC2C)c1 (stereo not drawn)
Assay by compound	25	26	27	28	29	30	31	32
Bim-Bcl-B	-11	-5	-8	-6	-5	-2	-10	-5
RGS8-Gao	100	103	99	106	101	100	99	103
Bcl-2 Bim block	-7	-3	-3	-6	-9	5	-11	-5
Bfl-1 Bim block	-7	-4	-6	0	-11	-5	-15	-10
RGS7-Gao reg	99	104	97	105	103	102	102	100
Mcl-1 Bim block	-8	0	-6	-9	-2	4	0	-1
Bcl-W Bim block	-5	-3	-5	-6	2	3	0	0
RGS4-Gao reg	100	103	99	108	101	103	100	99
Bim-Bcl-XL	-8	-5	-8	-6	-4	0	-6	-4
ABCG2 block	46	4	6	1	-4	2	3	1
ABCB1 inh	5.4	-0.1	0.5	-0.5	-2.7	0.2	1.1	0.4

33: Cc1ccc(NC(=O)CSc2nnc(CCNC(=O)OC(C)(C)C)o2)c(C)c1
34: C=CCn1c(-c2ccccc2)c[nH]c1=S
35: CCOC(=O)C/C(C)=N/NC(=O)COc1ccccc1C
36: Cc1ccc(C(=O)N2CCN(C(=O)CN3CCCC3)C2)cc1
37: C/C(=C\C(=O)O)C12CC3CC(CC(C3)C1)C2
38: CCSc1nnc(NC(=O)c2c(-c3ccccc3Cl)noc2C)s1
39: Cc1ccc(CSc2nnc3ccc(-c4ccncc4)nn23)cc1
40: COc1cc(C)c(NC(=O)C(=S)NCCc2ccccc2)cc1C
Assay by compound	33	34	35	36	37	38	39	40
Bim-Bcl-B	-6	-37	4	0	-9	15	0	-36
RGS8-Gao	104	101	92	102	98	104	101	93
Bcl-2 Bim block	-3	-5	6	1	-11	18	-6	-1
Bfl-1 Bim block	-7	12	4	-1	-13	23	-3	8
RGS7-Gao reg	99	109	97	103	91	99	?	?
Mcl-1 Bim block	-1	-4	6	-1	-1	11	0	-5
Bcl-W Bim block	-2	3	7	0	-1	12	-3	-4
RGS4-Gao reg	101	102	98	101	95	101	100	103
Bim-Bcl-XL	-3	2	8	0	-4	16	-3	-9
ABCG2 block	5	2	21	4	1	20	3	6
ABCB1 inh	0.5	0.0	-0.5	0.6	0.2	1.0	-0.1	-0.5

41: O=C(COC(=O)c1cc[n+]([O-])cc1)Nc1ccccc1Cl
42: CCC(C)(C(=O)NC1CCCCC1)N(Cc1ccco1)C(=O)c1ccc2c(c1)OCO2 (stereo not drawn)
43: Cc1ccc(S(=O)(=O)N2CCCC(C(=O)N3CCCc4ccccc43)C2)cc1 (stereo not drawn)
44: C=CC(=O)N=c1sc2ccccc2n1-c1ccccc1
45: NS(=O)(=O)c1ccc(NN=C2CCCCC2)c([N+](=O)[O-])c1
46: Cc1cccc(NC(=O)c2ccccc2-c2ccccc2)c1
47: Cc1noc(C)c1COC(=O)COc1cccc2c1OC(C)(C)C2
Assay by compound	41	42	43	44	45	46	47
Bim-Bcl-B	-5	-4	2	7	-5	0	1
RGS8-Gao	106	101	100	101	99	99	108
Bcl-2 Bim block	-3	-9	-3	3	0	0	-1
Bfl-1 Bim block	-5	-8	0	6	0	-5	4
RGS7-Gao reg	107	101	98	97	99	?	106
Mcl-1 Bim block	0	0	0	6	0	3	-1
Bcl-W Bim block	1	-1	-4	6	0	0	-1
RGS4-Gao reg	107	105	100	103	96	97	105
Bim-Bcl-XL	0	-4	0	7	-6	-2	0
ABCG2 block	1	5	1	0	3	3	4
ABCB1 inh	0.2	1.8	1.1	-0.3	0.8	0.8	0.2
